Source: PubChem BioAssay (National Center for Advancing Translational Sciences (NCATS))
ERG-DNA inh: ERG Ets/DNA interaction inhibition. P11308. fluorescence polarization, His-ERG Ets domain / labelled DNA. Potency, µM (highest dose often 76.9 µM), for inactives: top-dose FP activity, negative = inhibition, usual class: inhibitors. actives 0.028% (n = 370,000); active = well fitted inhibition curve with a large enough effect in the polarisation, with a control signal flat; inconclusive = small, poorly fitted or top-dose-only effect, or effect the other way, or a change in a side signal; inactive = no such curve, though single readings can be large or run the other way; the % refers to the polarisation;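 note: polarization taken with two DNA probes labelled with fluorescein and Texas red; potency is the fitted concentration of half-maximal effect; % of control where 0% means no effect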
Target sequence (P11308 whole entry, looked up, the tested form may be a part): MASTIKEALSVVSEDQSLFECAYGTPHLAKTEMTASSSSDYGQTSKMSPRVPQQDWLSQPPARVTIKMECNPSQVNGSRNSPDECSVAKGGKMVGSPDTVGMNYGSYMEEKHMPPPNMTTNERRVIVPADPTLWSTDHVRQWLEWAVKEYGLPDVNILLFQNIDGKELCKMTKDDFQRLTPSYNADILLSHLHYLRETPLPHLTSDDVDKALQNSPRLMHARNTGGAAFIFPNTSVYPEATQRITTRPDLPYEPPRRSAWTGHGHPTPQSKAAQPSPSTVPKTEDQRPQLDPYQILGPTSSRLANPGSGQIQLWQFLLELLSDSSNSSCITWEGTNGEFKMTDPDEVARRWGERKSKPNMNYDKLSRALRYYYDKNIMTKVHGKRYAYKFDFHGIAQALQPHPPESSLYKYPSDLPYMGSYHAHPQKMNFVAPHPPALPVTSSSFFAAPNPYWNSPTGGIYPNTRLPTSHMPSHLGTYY
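His-tagged ERG Ets domain (1 uM in the protein solution; 300mM KCl, 50mM Tris-HCl, 1mM EDTA, 1mM DTT, pH 7.5) received compound, then a probe mix of 5 nM fluorescein-DNA and 100nM Texas-615-DNA. Fluorescence polarization was read for both dyes.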
APE1 inh: APE1 (human) endonuclease inhibition; P27695; recombinant APE1, TAMRA/BHQ-2 abasic DNA cleavage fluorescence; Potency, µM (doses to about 65.8 µM), without a hit: at the highest dose activity change, negative = inhibition, most hits filed as inhibitors; actives 0.35% (n = 350,000);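 note: potency is the fitted concentration of half-maximal effect; plate controls were vehicle for no effect and reference inhibitor for full effect; nearly all actives have a fitted effect of over 55% in size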
Target sequence (P27695 whole entry, looked up): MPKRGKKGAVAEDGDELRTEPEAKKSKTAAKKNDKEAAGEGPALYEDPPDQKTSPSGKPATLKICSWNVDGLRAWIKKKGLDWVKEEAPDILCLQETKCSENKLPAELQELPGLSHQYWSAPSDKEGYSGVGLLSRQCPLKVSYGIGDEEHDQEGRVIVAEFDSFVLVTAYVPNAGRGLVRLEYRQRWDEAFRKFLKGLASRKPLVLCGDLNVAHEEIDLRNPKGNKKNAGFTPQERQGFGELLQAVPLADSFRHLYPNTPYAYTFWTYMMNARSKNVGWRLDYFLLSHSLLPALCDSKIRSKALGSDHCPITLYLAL
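Kinetic fluorescence read (525 ex/598 em nm, three reads 60 s apart) of AP-site incision; signal = third minus first read. Enzyme 0.75 nM, dual-labelled THF duplex 50 nM, compound preincubation 15 min RT.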
12-LOX inh: ALOX12 (human) lipoxygenase inhibition; P18054; purified 12hLO, xylenol orange hydroperoxide absorbance; Potency, µM (titrated, usually from 108 µM), inactives show at the highest dose activity change, negative = inhibition, most hits filed as inhibitors; actives 1.1% (n = 580,000); AID 1671190; note: potency is the fitted concentration of half-maximal effect; % is set by controls: 0 for no effect and ±100 for the full control effect
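Purified human 12hLO at 150 nM in 25 mM Hepes, 0.01% Triton X-100, pH 7.0, preincubated 15 min at room temperature with compound. Reaction started with 40 uM arachidonic acid, 30 min at room temperature. Hydroperoxide measured by Fe-xylenol orange, 573/405 nm absorbance ratio.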
TRHR agonist: TRH receptor (human) agonism. activation, % at 2 µM. AID 493084. TRHR cells, calcium flux fluo-8, FDSS agonist mode. actives 0.18% (n = 360,000); in the data active = activation above about 30%; note: 0% is about no effect
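TRHR-expressing cells loaded with fluo-8 calcium dye; 23 nL library compound pin-transferred, kinetic FDSS fluorescence (Ex 480/Em 530) recorded about 180 s for agonist-induced calcium release, before a 10 nM TRH EC20 addition for potentiator mode.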
Pol iota inh: DNA polymerase iota (human) inhibition. Q9UNA4. Pol iota fluorescent replication assay, 10 min. Potency, µM (top dose mostly 115 µM), inactives show at the top dose activity, negative = inhibition, actives largely listed as inhibitors. actives 1% (n = 390,000). AID 588590; note: potency is the fitted concentration of half-maximal effect
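Fluorescent replication assay read twice, at 0 min and 10 min after adding 50 nM (final) substrate. Enzyme (10 nM) and compounds were first incubated 15 min at room temperature; enzyme-free buffer wells were negative controls.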
Apoferritin bind: binds horse apoferritin like a general anesthetic; P02791; apoferritin/1-aminoanthracene competitive binding, fluorescence; Potency, µM (titrated, usually from 77.5 µM), for inactives: at the highest dose activity change, negative = displacement, usual class: inhibitors; actives 0.074% (n = 350,000); note: potency is the fitted concentration of half-maximal effect; % is set by controls: 0 for no effect and ±100 for the full control effect; nearly all actives have a fitted effect of over 20% in size
Target sequence (P02791 2-175 limits assumed): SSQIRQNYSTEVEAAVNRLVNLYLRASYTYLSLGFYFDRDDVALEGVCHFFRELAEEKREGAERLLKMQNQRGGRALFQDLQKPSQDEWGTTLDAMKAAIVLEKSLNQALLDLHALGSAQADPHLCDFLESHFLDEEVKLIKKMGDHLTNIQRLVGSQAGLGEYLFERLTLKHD
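Horse-spleen apoferritin (10 uM) was mixed with 50% saturated 1-aminoanthracene in PBS, exposed to compounds for 10 min at room temperature, and read for fluorescence (ex 380 nm, em 535 nm). Competitive displacement was fitted with a four-parameter Hill equation.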
Pol beta inh: inhibitors of human DNA polymerase beta. P06746. Pol beta primer extension/strand displacement, fluorescence kinetic. Potency, µM (highest dose often 114 µM), for the others: top-dose activity change, negative = inhibition, actives largely listed as inhibitors. actives 1.3% (n = 340,000); note: potency is the fitted concentration of half-maximal effect; % is set by controls: 0 for no effect and ±100 for the full control effect
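10 nM enzyme + cpd, 15 min RT; start with substrate 50 nM final; read 0 min and after 10 min RT. Corrected, normalized data; 4-parameter Hill curve fit.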
POLK inh: DNA polymerase kappa (human) inhibition | Potency, µM (titrated, usually from 107 µM), inactives show at the highest dose activity, negative = inhibition, actives largely listed as inhibitors | purified Pol kappa, fluorescent DNA synthesis assay, 10 min | actives 0.53% (n = 400,000) | AID 588579 | Q9UBT6; note: potency is the fitted concentration of half-maximal effect; % is set by controls: 0 for no effect and ±100 for the full control effect
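Kinetic fluorescence screen: compound preincubated 15 min RT with 10 nM enzyme; 50 nM substrate (final) initiates; reads at 0/10 min.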
BLM helicase inh: inhibitors of human Bloom syndrome helicase BLM; recombinant BLM DNA unwinding, fluorescence dequenching; AID 2528; Potency, µM (doses to about 56.1 µM), for inactives: top-dose activity change, negative = inhibition, usual class: inhibitors; actives 0.2% (n = 350,000); P54132;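 note: potency is the fitted concentration of half-maximal effect; plate controls were vehicle for no effect and no enzyme for full effect; nearly all actives have a fitted effect of over 35% in size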
Starred values were filed as active, the others as inactive; ? = inconclusive; . = no result given; [ ] = remark or other dose. Unless noted, calls come from the whole dose curve; as a rule, active = well fitted curve in the direction sought with a large enough effect; inconclusive = small, poorly fitted or top-dose-only effect, or another doubt; inactive = no such curve, though single readings can be large; an effect the other way counts as inactive or inconclusive. A portion of the library; the hit share may differ from the screen's.

Start of the listing, in advance, 3 compounds:
SMILES	ERG-DNA inh	APE1 inh	12-LOX inh	TRHR agonist	Pol iota inh	Apoferritin bind	Pol beta inh	POLK inh	BLM helicase inh
COc1cc(C(=O)NCc2nnc(SCC(=O)NC3CCCC3)o2)cc(OC)c1OC	-7%	-22%	16%	-0.3	8%	-3%	17%	-14%	-1%
COc1ccc(Cl)cc1NC(=O)CCCC(=O)c1ccccc1	-12%	19%	16%	-0.5	0%	-6%	?	-4%	-3%
COc1ccc(/C=C/c2cc(=O)c3cc(Cl)ccc3o2)cc1	.	2%	-20%	0.1	?	0%	0%	-3%	-8%

The list itself, from the start:
SMILES	ERG-DNA inh	APE1 inh	12-LOX inh	TRHR agonist	Pol iota inh	Apoferritin bind	Pol beta inh	POLK inh	BLM helicase inh
COc1cc(C(=O)NCc2nnc(SCC(=O)NC3CCCC3)o2)cc(OC)c1OC	-7%	-22%	16%	-0.3	8%	-3%	17%	-14%	-1%
COc1ccc(Cl)cc1NC(=O)CCCC(=O)c1ccccc1	-12%	19%	16%	-0.5	0%	-6%	?	-4%	-3%
COc1ccc(/C=C/c2cc(=O)c3cc(Cl)ccc3o2)cc1	.	2%	-20%	0.1	?	0%	0%	-3%	-8%
O=C1NC(=O)/C(=C\c2ccc(O)cc2O)S1	8%	4µM*	40µM*	1.1	?	-11%	1.6µM*	11µM*	-23%
Cc1ccc2c(c1)C(=O)C(=O)N2Cc1ccc(C(F)(F)F)cc1	-10%	-16%	0%	.	24%	.	.	0%	.
O=C1/C(=C/N(C(=O)c2ccco2)c2ccc(Br)cc2)Sc2ccccc21	82%[activator]	-4%	.	4.0	?	-7%	-12%	-16%	-6%
Cc1cc(C(=O)CCl)c(C)n1CCc1ccc(F)cc1	7%	9%	?	-2.3	8%	-20%	2%	1%	-7%
CC(C)CC(C(=O)O)N1C(=O)C2C3c4ccccc4C(c4ccccc43)[C@@H]2C1=O (stereo partly drawn)	-2%	13%	0%	-0.1	-2%	-2%	16%	-16%	-3%
COCCn1c(SCC(=O)NC2CCCC2)nnc1-c1ccncc1	13%	85%[activator]	12%	-2.1	15%	9%	8%	-4%	0%
CCOc1cc(/C=C2/SC(=Nc3ccccc3)N(Cc3cccnc3)C2=O)ccc1OCC#N	-1%	-1%	438%[activator]	2.6	11%	-15%	-9%	2%	-4%
COc1cccc(OC)c1CN1CCCC(C(=O)c2ccccc2SC)C1 (stereo not drawn)	0%	2%	-17%	-0.5	-1%	-23%	8%	5%	23%
NNC(=O)c1n[nH]c2c1CC(C1CCCCC1)CC2 (stereo not drawn)	-5%	13%	7%	-0.6	-9%	.	.	-8%	.
CON(C)C(=O)/C=C/CCCCNC(=O)OC(C)(C)C	0%	-2%	-5%	.	-14%	.	.	-2%	.
COCc1cc(=O)[nH]c(/N=C(\N)Nc2ccc(C)cc2)n1	7%	-3%	-10%	-0.1	9%	2%	?	-6%	0%
COc1ccccc1Oc1c(C)oc2c(CN(C)C)c(O)ccc2c1=O	-4%	3%	-5%	0.4	13%	156%[activator]	1%	-15%	2%
Cc1ccc(N(C(C)C(=O)Nc2ccc(S(=O)(=O)N3CCOCC3)cc2)S(C)(=O)=O)cc1C (stereo not drawn)	5%	-6%	-16%	-0.7	4%	?	4%	0%	-6%
CC(=O)Nc1ccc(NC(=O)COC(=O)c2ccc(Cl)nc2)cc1	1%	-4%	-2%	0.2	2%	.	.	-9%	.
O=c1ncn(-c2ccccc2C(F)(F)F)c2ncccc12	5%	17%	-12%	0.2	-28%	-12%	25%	6%	1%
O=c1[nH]c(SCc2cccc([N+](=O)[O-])c2)nc2[nH]ncc12	11%	-10%	0%	0.3	3%	?	-10%	-7%	-2%
O=C(O)c1ccc(-c2nnn(Cc3ccccc3F)n2)cc1	-9%	3%	0%	0.6	19%	1%	1%	0%	0%
Cc1ccc(CNC(=O)CN(C)S(=O)(=O)c2ccc(Br)s2)cc1	2%	.	-9%	-1.1	25%	-11%	1%	14%	-1%
COc1cccc(C2Nc3cccc4cccc(c34)N2)c1	0%	6%	?	-0.2	44%[activator]	-12%	0%	-22%	-2%
Cc1ccc(NC(=O)CN(C)CC(=O)N(C)Cc2ccccc2)cc1	19%	12%	-5%	-0.4	9%	.	.	2%	.
O=C(Nc1cccc(-c2csc(Nc3ccc(Cl)cc3)n2)c1)c1cccc(C(F)(F)F)c1	-7%	3%	?	-0.2	-3%	2%	-7%	-8%	-12%
C/C(CCc1ccc2c(c1)OCO2)=N\NC(=O)c1ccccc1Cl	-13%	-33%	23%	-0.3	41%[activator]	-5%	93%	-4%	3%
COc1ccc(CNC(=O)c2ccc3c(c2)nc2n3CCCCC2)cc1	0%	.	-6%	-0.2	-18%	125%[activator]	0%	-13%[60.1 µM]	-1%
Fc1ccccc1OCCCCCCN1CCCC1	-4%	-6%	-16%	-0.7	33%[activator]	-14%	22%	-10%	-1%
CCn1c(CSc2nnc(C)n2-c2ccccc2)nc2cc(S(=O)(=O)N(C)C)ccc21	-6%	0%	6%	0.2	8%	-13%	13%	-30%	-1%
Cn1ccnc1SCC(=O)Nc1ccc([N+](=O)[O-])cn1	4%	14%	?	0.3	35%[activator]	-10%	-27%	9%	-1%
CCN(CC)S(=O)(=O)c1cc(C(=O)N2CCc3ccccc32)ccc1Cl	-4%	-2%	0%	-0.1	19%	-19%	1%	-19%	-8%
COc1ccccc1NC(=S)N(Cc1ccccc1)Cc1cccs1	1%	?	1%	-0.4	52%[activator]	76%[activator]	-23%	0%	-4%
COc1ccc(/C=C/C(=O)OCC(=O)Nc2cc(C(F)(F)F)ccc2Cl)cc1	-1%	-1%	-8%	0.2	9%	-6%	28%	-2%	0%
NC(=O)[C@@H]1CCCCNc2c(F)cc([N+](=O)[O-])cc2C(=O)N[C@@H](CC(=O)O)C(=O)N[C@@H](CCC(=O)O)C(=O)N1	-3%	-1%	.	0.0	-2%	-9%	0%	2%	2%
CCO/N=C/C(=O)Nc1ccc(F)cc1F	-1%	12%	-2%	0.8	-9%	0%	-1%	-4%[60.1 µM]	-11%
C=CCCCCCCCC(=O)OC	-3%	2%	23%	-0.6	-2%	-4%	20%	5%	-1%
COc1ccccc1C(=O)NCC(=O)N/N=C/c1ccncc1	1%	5%	4%	-0.8	3%	-12%	21%	0%	5%

3 compounds already listed, sorted by their value in 12-LOX inh, highest first.
structure | ERG-DNA inh | APE1 inh | 12-LOX inh | TRHR agonist | Pol iota inh | Apoferritin bind | POLK inh | BLM helicase inh
CC(C)CC(C(=O)O)N1C(=O)C2C3c4ccccc4C(c4ccccc43)[C@@H]2C1=O (stereo partly drawn) | -2% | 13% | 0% | -0.1 | -2% | -2% | -16% | -3%
CC(=O)Nc1ccc(NC(=O)COC(=O)c2ccc(Cl)nc2)cc1 | 1% | -4% | -2% | 0.2 | 2% | . | -9% | .
COCc1cc(=O)[nH]c(/N=C(\N)Nc2ccc(C)cc2)n1 | 7% | -3% | -10% | -0.1 | 9% | 2% | -6% | 0%

Continued.
SMILES	ERG-DNA inh	APE1 inh	12-LOX inh	TRHR agonist	Pol iota inh	Apoferritin bind	Pol beta inh	POLK inh	BLM helicase inh
CC(C)(C)OC(=O)N1CCC(NC(=O)c2nc[nH]c2C(=O)NC2CCN(C(=O)OC(C)(C)C)CC2)CC1	8%	7%	30%[activator]	0.1	-27%	.	.	-20%	.
Cc1ccc2nc(NS(=O)(=O)c3cn(C)nc3C)sc2c1	4%	-5%	-30%	-0.6	-21%	-9%	28%	-2%	-12%
Cc1cccc(OCC(=O)Nc2cc(NC(=O)COc3cccc(C)c3)cc(C(=O)O)c2)c1	-6%	-6%	10%	-1.8	84%[activator]	-5%	9%	-11%	-1%
COc1ccc(-c2oc3ncnc(NCCCN(C)C)c3c2-c2ccc(OC)cc2)cc1	2%	-15%	-21%	0.1	0%	-13%	?	-5%[60.1 µM]	1%
CC(C)c1ccc(N(CC(=O)Nc2ccc(S(=O)(=O)N3CCOCC3)cc2)S(C)(=O)=O)cc1	7%	-3%	-12%	1.3	-4%	-22%	-17%	-10%	-11%
O=c1ccc(Cl)n[nH]1	-4%	?	9%	0.9	-16%	0%	39%	-7%	-4%
C=CCNC(=S)N1CCC(C(=O)c2ccc(F)cc2)CC1	0%	17%	0%	0.0	87%[activator]	-4%	16%	-4%	-2%
Cc1ccc(NC(=O)C2(NC(=O)c3cccc(N4C(=O)CSC4c4ccccc4)c3)CCCCC2)cc1 (stereo not drawn)	-9%	-5%	-12%	-0.7	?	-4%	4%	-11%	-2%

Entries of single compounds, quoted from the list. Order of values: ERG-DNA inh	APE1 inh	12-LOX inh	TRHR agonist	Pol iota inh	Apoferritin bind	Pol beta inh	POLK inh	BLM helicase inh
`Cc1ccc(NC(=O)C2(NC(=O)c3cccc(N4C(=O)CSC4c4ccccc4)c3)CCCCC2)cc1` (stereo not drawn) is listed with -9%	-5%	-12%	-0.7	?	-4%	4%	-11%	-2%
`Cc1ccc2nc(NS(=O)(=O)c3cn(C)nc3C)sc2c1` is listed with 4%	-5%	-30%	-0.6	-21%	-9%	28%	-2%	-12%
`COc1ccc(-c2oc3ncnc(NCCCN(C)C)c3c2-c2ccc(OC)cc2)cc1` is listed with 2%	-15%	-21%	0.1	0%	-13%	?	-5%[60.1 µM]	1%
`O=c1ccc(Cl)n[nH]1` is listed with -4%	?	9%	0.9	-16%	0%	39%	-7%	-4%
